Bioassay records (PubChem)
RAM inhibit: yeast RAM network inhibition; S. cerevisiae dse1pr::URA3 reporter, 5-FOA growth OD615, 2 d; analog-sensitive cbk1-as2 kinase mutant strain; inhibition, % at 50 µM; 1.8% of 190,000 active;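 active = inhibition above a set limit, 3 SD over mean compound inhibition, cut at about 8.4% in these data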;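 note: 0% = DMSO-only wells with no growth and 100% = 10 µM 1-NA-PP1 full growth; inhibition rescues growth on 5-FOA so higher OD means more RAM inhibition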
APP transl inh: APP translation inhibition; 0.82% of 190,000 active; inhibition, % at 2 µM; AID 1285; SH-SY5Y APP 5'UTR-luciferase reporter, luminescence;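 active = inhibition above a set limit, derived from the sample mean plus 3 SD, cut at about 45% in these data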; note: values of inactives mirror those of a sister screen read the other way
FLuc inh counter: counter-screen for luciferase assay inhibitors: firefly luciferase inhibition | AID 1006 | ATPLite firefly luciferase biochemical luminescence, 10 min | 1.5% of 200,000 active | inhibition, % at 10 µM;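 active = inhibition above about 50% when tested at 10 µM, limit read from the data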
Target sequence (P08659 whole entry, looked up): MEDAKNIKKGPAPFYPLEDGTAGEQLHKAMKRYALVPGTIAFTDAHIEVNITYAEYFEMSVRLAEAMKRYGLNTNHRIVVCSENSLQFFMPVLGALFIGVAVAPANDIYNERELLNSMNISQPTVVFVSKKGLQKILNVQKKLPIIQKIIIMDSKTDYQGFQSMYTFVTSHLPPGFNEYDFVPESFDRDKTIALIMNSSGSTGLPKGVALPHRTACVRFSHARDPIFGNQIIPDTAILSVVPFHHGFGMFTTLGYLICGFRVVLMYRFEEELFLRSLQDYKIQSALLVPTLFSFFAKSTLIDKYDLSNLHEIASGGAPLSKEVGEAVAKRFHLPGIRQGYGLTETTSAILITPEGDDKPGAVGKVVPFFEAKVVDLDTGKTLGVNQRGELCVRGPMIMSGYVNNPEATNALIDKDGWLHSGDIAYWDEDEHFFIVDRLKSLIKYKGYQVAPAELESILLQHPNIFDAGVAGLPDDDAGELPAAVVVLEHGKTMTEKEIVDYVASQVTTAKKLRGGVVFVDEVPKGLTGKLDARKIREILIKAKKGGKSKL
TNAP inh hi DEA: inhibitors of human TNAP at high phosphate acceptor concentration | inhibition, % at 20 µM | AID 1135 | P05186 | 0.03% of 200,000 active | purified TNAP, CDP-star luminescence, 1 M DEA;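 active = over 50% inhibition of tissue-nonspecific alkaline phosphatase at 20 µM in the single-dose screen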;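 note: plate controls were DMSO wells for no effect and EDTA-quenched wells as full inhibition for full effect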
Target sequence (P05186 whole entry, looked up): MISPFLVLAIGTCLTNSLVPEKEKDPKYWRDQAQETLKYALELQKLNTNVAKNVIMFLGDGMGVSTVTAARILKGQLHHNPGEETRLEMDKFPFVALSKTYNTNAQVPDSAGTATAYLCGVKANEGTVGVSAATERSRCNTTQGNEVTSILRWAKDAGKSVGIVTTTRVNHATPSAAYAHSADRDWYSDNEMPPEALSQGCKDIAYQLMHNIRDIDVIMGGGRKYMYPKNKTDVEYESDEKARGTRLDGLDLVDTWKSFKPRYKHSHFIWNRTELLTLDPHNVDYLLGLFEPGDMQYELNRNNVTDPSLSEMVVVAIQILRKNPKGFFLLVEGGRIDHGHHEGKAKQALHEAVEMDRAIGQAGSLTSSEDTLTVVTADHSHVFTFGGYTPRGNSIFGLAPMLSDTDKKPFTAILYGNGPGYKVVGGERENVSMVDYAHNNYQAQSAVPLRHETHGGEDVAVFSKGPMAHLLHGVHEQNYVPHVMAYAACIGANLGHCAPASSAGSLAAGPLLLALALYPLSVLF
TNAP act hiacc: activators of human TNAP at high phosphate acceptor concentration; 200,000 tested, under 10 active; activation factor at 20 µM; AID 1136; P05186; purified TNAP, CDP-star luminescence, 1 M DEA, 30 min; active compounds read high; 0 = EDTA background, 1 = DMSO-only activity;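 active = activation factor at least 2 at 20 µM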
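Assay system: human TNAP; Input: enzyme diluted 1/800 final; Reagent: CDP-star luminogenic substrate at 100 µM final; Timing: 30 min, room temperature; Signal: luminescence; Evaluation: TNAP activation factor scaled between EDTA and DMSO control wells.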
bIAP act: increases bovine intestinal alkaline phosphatase activity; purified bovine IAP, CDP-star luminescence, 30 min; active compounds read high; fold of DMSO-control signal, blank-subtracted; activation factor at 20 µM; 0.17% of 200,000 active;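 active = activation factor of 2 or more at 20 µM, a signal rise over negative controls twice the positive control's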
L major viab: reduces viability of Leishmania major promastigotes; resazurin fluorescence viability; 9% of 200,000 active; inhibition, % at 10 µM; in the data active = inhibition above about 50%;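 note: promastigotes grown with compound for 44 hours at 28 °C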
TNAP inh no acc: TNAP (human) inhibition, acceptor-free conditions | purified TNAP, CDP-star luminescence, 30 min | inhibition, % at 20 µM | 0.26% of 200,000 active;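 active = tissue-nonspecific alkaline phosphatase inhibition above about 50% at 20 µM in the single-dose screen, limit read from the data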;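 note: 0% = DMSO negative control and 100% = EDTA positive control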
FLuc act counter: firefly luciferase counter-screen for stimulation assays; AID 1027; P08659; ATPlite luciferase biochemical, luminescence, 10 min; 0 = ATP-free wells, 1 = DMSO control; activation factor at 10 µM; 200,000 tested, under 10 active;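 active = luciferase activation factor, scaled between plate controls, of at least 2 with compound at 10 µM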
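Material: Luciferase/luciferin reagent mix | Doses: Test compounds dosed from 2 mM stocks in 100% DMSO | Timing: 10 min incubation after luciferase reagent addition, room temperature | Measured by: Luminescence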
bIAP inhibitor: blocks bovine intestinal alkaline phosphatase activity | purified bovine IAP, CDP-star luminescence, 30 min | inhibition, % at 20 µM | 190,000 tested, under 10 active | AID 1019;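 active = over 50% inhibition of intestinal alkaline phosphatase at 20 µM in the single-dose screen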
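Assay system: bovine IAP enzyme; medium: DEA buffer 100 mM, pH 9.8, with MgCl2 1.0 mM, ZnCl2 0.02 mM; doses: 20 µM single dose; incubation: enzyme reaction for 30 min at room temperature; detection: CDP-star luminescence signal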
The depositor's hits bear a star; . = no result given. Outcome played no part in choosing rows. About 13% of those tested had a hit in this group.

SMILES	RAM inhibit	APP transl inh	FLuc inh counter	TNAP inh hi DEA	TNAP act hiacc	bIAP act	L major viab	TNAP inh no acc	FLuc act counter	bIAP inhibitor
CCOc1ccc(NC(=O)CN(c2ccc(OCC)cc2)S(=O)(=O)c2c(C)[nH]c(=O)[nH]c2=O)cc1	-0.1	15	1	2	1	1.1	8	-4	1	-6
O=C(CSc1nnc2ccccn12)N1CCc2ccccc2C1	0.4	-26	-5	-5	1	1	-7	-4	1.1	1
Nn1c(SCC(=O)Nc2nc3ccccc3s2)nncc1=O	4.9	2	-6	5	0.9	1	-8	-7	1.1	4
CCCOc1ccc(N2C(=O)CC(NCc3ccncc3)C2=O)cc1 (stereo not given)	-0.1	1	-1	-7	1.1	0.9	-6	-15	1	6
O=C(CCCc1ccccc1)NCCN1CCOCC1	-0.1	-14	-7	-4	1	0.8	2	-11	1.1	20
NC(=O)c1cc(Br)cc2c3c([nH]c12)CCCC3	-0.7	-18	1	4	1	0.8	27	8	1	20
CCOc1cc2c3c(c1)C1(Nc4ccccc4S1)C(=O)N3C(C)(C)CC2C (stereo not given)	2.3	-4	-5	-2	1	0.9	17	-17	1.1	7
O=C(Cc1ccc2c(c1)CCCC2)Nc1ccccc1Cl	1.8	0	-2	-2	1	0.9	-4	-6	1	7
Cc1ccc(S(=O)(=O)NNC2=NCCCCC2)cc1	0.9	-9	-6	-6	1.1	1	-6	-10	1.1	2
O=C(CSc1nnc(-c2ccccc2Cl)o1)Nc1ccc2c(c1)OCCO2	4.7	-141	-5	3	1	0.9	3	-3	1.1	5
COCCCNC(=S)NNC(=O)c1ccc(S(=O)(=O)N2CCC(C)CC2)cc1	0.0	7	-6	-4	1	1.3	-3	-92	1.1	-27
COC(=O)c1sccc1NC(=O)CSc1nnnn1-c1ccccc1F	5.8	-14	-2	2	1	0.9	32	-8	1	14
Cc1nnc(NC(=O)CSc2nnc(CNC(=O)c3ccccc3)n2-c2ccccc2)s1	3.6	-13	-3	-8	1.1	1	-8	-5	1	4
Cn1ncc(Cl)c1C(=O)Nc1cccnc1	0.4	0	-7	-6	1.1	1	1	-6	1.1	-3
Fc1cccc2ncnc(OCc3ccccc3)c12	3.6	-6	3	0	1	0.9	-10	-10	1	11
CCc1ccc(Nc2oc(C)cc(=O)c2C(C)=O)cc1	-1.1	-5	22	-5	1	0.9	5	-12	0.8	9
CCOc1ccc(C2NC(=O)C(C#N)=C(S)N2c2ccc(C)cc2)cc1OC (stereo not given)	0.5	5	-2	2	1	0.9	1	-1	1	7
Cc1nc(NCCO)c2nnn(Cc3ccccc3F)c2n1	-0.8	0	-6	-4	1	0.8	-5	-13	1.1	16
Cc1cc(C)cc(NC(=O)COC(=O)[C@@H](NC(=O)c2ccco2)C(C)C)c1	0.6	10	-7	-6	1.1	1	13	-3	1.1	1
CN(C)CCCNC(=O)C1CCNCC1	2.5	-28	-5	-5	1	0.9	-6	-10	1.1	7
COc1ccc(N2CCN(C(=O)c3ccc(NS(=O)(=O)c4ccccc4)cc3)CC2)cc1	2.2	-7	-2	-4	1	0.9	0	-1	1	9
CSC1=NSC2=NC(=O)/C(=C\c3cccs3)C(=N)N12	0.7	-95	26	-2	1	1	0	-11	0.7	3
Cc1ccc(C(=O)c2cnc3cc4c(cc3c2S(=O)(=O)c2ccccc2)OCCO4)cc1	6.6	-22	49	0	1	1.1	32	-5	0.5	-6
CCOC(=O)N1CCN(C(=O)C2CCCCC2)CC1	0.7	-1	-5	-6	1.1	1	-5	-7	1.1	1
O=C(COC(=O)CCSc1ccccc1Cl)NCc1ccco1	-0.4	-4	-3	-4	1	1	2	-14	1	3
[O-]/C(=C(\C(=S)Nc1cccc2ccccc12)[n+]1cccc(CO)c1)c1ccc(Cl)s1	0.7	-10	-4	4	1	1.1	11	3	1	-10
Cc1ccc(C(=O)CSc2ccc(-c3ccncc3)nn2)cc1	1.8	-11	2	3	1	1	-4	-3	1	-1
O=C(Nc1nnc(-c2cccs2)o1)c1ccc(S(=O)(=O)N2CCOCC2)cc1	2.0	-4	-4	-4	1	1	28	-16	1	1
Cc1ccc(OCC(=O)N2c3ccccc3CC2C)c([N+](=O)[O-])n1 (stereo not given)	0.6	-2	0	2	1	1	-1	3	1	2
N/C(=N\NC(=O)c1sccc1OCc1ccc(Cl)cc1Cl)c1ccccn1	8.7*	62*	0	-3	1	1.1	100*	-28	1	-7
CCOC(=O)C1CCN(C(C)=C2C(=O)c3ccccc3C2=O)CC1	-2.1	-11	-4	-5	1.1	1	-3	-8	1	1
O=C(CCC1CCCN(C(=O)C2CCCC2)C1)NCc1ccc(F)c(F)c1 (stereo not given)	1.7	-7	-2	1	1	1.2	-4	-5	1	-19
COCCCNC(=S)NNC(=O)c1cccnc1	2.1	13	0	3	1	1.4	-4	-9	1	-44
CCc1ccc(CC2(O)CC(C)N(C)CC2C)cc1 (stereo not given)	1.5	6	-5	1	1	1	18	-4	1.1	4
CCn1c(SCC(=O)Nc2ccc(S(=O)(=O)Nc3onc(C)c3C)cc2)nnc1-c1ccccc1	4.9	-2	-3	-2	1	1.1	-23	-6	1	-7
O=C(NCc1ccco1)C1CCCN1C(=O)NCc1ccccc1 (stereo not given)	0.6	4	-5	-5	1.1	1.1	1	-11	1.1	-6
O=C(CSc1nnc(-c2ccc(S(=O)(=O)N3CCCC3)cc2)o1)NCc1ccccc1	1.9	-2	-4	-2	1	1	99*	-7	1	2
Cn1cc(Cl)c(C(=O)OCC(=O)Nc2nc(-c3ccc(Br)cc3)cs2)n1	1.3	0	1	-1	1	0.9	100*	-22	1	14
CC(NC(=O)Cc1c(F)cccc1Cl)C1CCCO1 (stereo not given)	1.7	-2	-7	-7	1.1	0.9	-5	-19	1.1	8
CN(CCNC(=O)C1CC(=O)N(c2ccc(F)c(Cl)c2)C1)Cc1ccccc1 (stereo not given)	1.1	7	-11	-4	1	1.1	31	2	1.1	-6

Record cards, from the list above. Order of screens: RAM inhibit	APP transl inh	FLuc inh counter	TNAP inh hi DEA	TNAP act hiacc	bIAP act	L major viab	TNAP inh no acc	FLuc act counter	bIAP inhibitor
O=C(CSc1nnc2ccccn12)N1CCc2ccccc2C1 is listed as 0.4	-26	-5	-5	1	1	-7	-4	1.1	1
NC(=O)c1cc(Br)cc2c3c([nH]c12)CCCC3 is listed as -0.7	-18	1	4	1	0.8	27	8	1	20
CCc1ccc(Nc2oc(C)cc(=O)c2C(C)=O)cc1 is listed as -1.1	-5	22	-5	1	0.9	5	-12	0.8	9

Continued.
SMILES	RAM inhibit	APP transl inh	FLuc inh counter	TNAP inh hi DEA	TNAP act hiacc	bIAP act	L major viab	TNAP inh no acc	FLuc act counter	bIAP inhibitor
CCOc1cc(S(=O)(=O)n2c(C)nc3ccccc32)ccc1F	0.8	-8	-4	-6	1.1	1	7	-9	1	1
COC(=O)/C=C1\S/C(=N/N=C/c2ccccc2)NC1=O	2.0	-11	40	2	1	1.1	4	0	0.6	-5
Cc1cc(C)n2nc(C(=O)OCC(=O)N3CCC3)nc2n1	0.9	-16	-6	-6	1.1	1	0	-4	1.1	-1
COc1ccc(C2C(C(=O)c3sc(C)nc3C)=C(O)C(=O)N2CCN(C)C)cc1OC (stereo not given)	1.3	0	-4	2	1	1	9	-8	1	2
CCN(CC)CCCn1c(C)cc2c(c1=O)C(c1ccc(OC)c(OC)c1OC)C(C#N)=C(N)O2 (stereo not given)	2.3	0	-4	-4	1	1	4	-5	1	2
Cc1ccccc1C(=O)Nc1cccc(NC(=S)NC(=O)c2cccs2)c1	4.7	21	2	-1	1	1	-8	7	1	-3
O=C(CN1CCN(c2ccc(F)cc2)CC1)Nc1cc(C(F)(F)F)ccc1Cl	0.8	11	-10	-4	1	1	-3	-12	1.1	-3
O=C(CS(=O)(=O)c1ccccc1)Nc1ccc(S(=O)(=O)Nc2ncccn2)cc1	1.7	-15	-3	2	1	1.1	-6	-11	1	-9
CN(C)CC(=O)Nc1nc(-c2ccccc2)cs1	0.7	5	-3	-6	1.1	0.8	-2	-6	1	21
Cc1ccc(/C=C/C2=NN(Cc3ccccc3)C(=O)CC2)cc1	3.3	.	-1	0	1	0.8	-3	-1	1	18
CCCNC(=O)C1CCN(S(=O)(=O)c2cccs2)CC1	0.5	-8	0	2	1	1.1	-1	-5	1	-8
O=C(Cc1ccccc1)N1CCNCC1	0.6	14	-8	-5	1	1	-6	-7	1.1	-1
C=CCN(CC=C)CCOc1ccccc1[N+](=O)[O-]	0.7	4	-7	-5	1.1	1	12	-11	1.1	3
O=C(NNS(=O)(=O)c1ccc(Cl)cc1)c1cnn(-c2ccccc2)c1-n1cccc1	4.1	-4	-1	2	1	1	-6	-3	1	1
CCOC(=O)CCc1c(C)c2ccc(OCC)c(C)c2oc1=O	0.7	-13	5	-4	1	1	-1	-1	1	4
Cc1cc(NC(=O)CSc2nc(CCC3CCCC3)nc3ccccc23)no1	6.5	-8	-6	-5	1.1	0.6	17	-12	1.1	41
CC(=O)c1ccc(OCCCC(=O)OCc2nnc(-c3ccc(Cl)cc3)o2)cc1	-0.3	-5	-1	-3	1	1.1	-3	1	1	-5
C=CCOCCN(C)C1=NS(=O)(=O)c2ccccc21	2.4	11	-4	-4	1	1.1	-6	-10	1	-6
Cc1cccc(NC(=O)c2cccc(N3C(=O)C4C5CCC(C5)C4C3=O)c2)c1C (stereo not given)	2.0	13	0	-4	1	0.9	-8	-11	1	10
C/C=C/Cn1c(N2CCCCCC2)nc2c1c(=O)[nH]c(=O)n2C	0.4	0	-4	-2	1	0.9	8	-5	1	6

Quoted from the listing:
For bIAP act, O=C(NNS(=O)(=O)c1ccc(Cl)cc1)c1cnn(-c2ccccc2)c1-n1cccc1 is entered as 1
For TNAP inh hi DEA, CCN(CC)CCCn1c(C)cc2c(c1=O)C(c1ccc(OC)c(OC)c1OC)C(C#N)=C(N)O2 (stereo not given) is entered as -4

Following part.
SMILES	RAM inhibit	APP transl inh	FLuc inh counter	TNAP inh hi DEA	TNAP act hiacc	bIAP act	L major viab	TNAP inh no acc	FLuc act counter	bIAP inhibitor
COc1ccc(C2CC(c3ccccc3)=NN2C(=O)c2ccc(Cl)c([N+](=O)[O-])c2)cc1 (stereo not given)	3.8	3	-4	0	1	1.1	32	-9	1	-9
CCOC(=O)C1(Cc2ccccc2)CCCN(C2CCN(C(C)=O)CC2)C1 (stereo not given)	1.9	-11	-10	-7	1.1	1.2	79*	-15	1.1	-19
CC1CCN(CC(=O)NCCc2ccc(F)cc2)CC1	0.1	21	0	1	1	1	-6	-5	1	2
NS(=O)(=O)c1ccc(NC(=S)N2CCC(O)CC2)cc1	3.2	-6	-6	-2	1	1	-9	-9	1.1	-1
Oc1cccc(C(O)CNCc2ccc(-c3ccccc3)cc2)c1 (stereo not given)	0.7	7	-4	-7	1.1	1	91*	5	1	4
O=C(Cn1c(=O)[nH]c2ccsc2c1=O)NC1CCCCC1	2.0	3	0	2	1	0.9	-3	-10	1	6
COc1ccc(N2C(=O)C3CCCN3C2c2ccc(C)o2)cc1Cl (stereo not given)	0.1	8	-4	-8	1.1	0.9	6	-9	1	6
O=C(Nc1ccc(N2CCN(C(=O)c3ccco3)CC2)c(Cl)c1)c1c(F)c(F)c(F)c(F)c1F	5.6	-5	-8	-4	1	1	39	-2	1.1	4
